A549 viability: Nrf2 qHTS screen for inhibitors: counterscreen for cytotoxicity; A549 ARE-Fluc cells, CellTiter-Fluor viability, 18-24 h; Potency, µM (doses to about 46 µM), for inactives: at the highest dose activity change, negative = cytotoxicity, most hits filed as inhibitors; actives 0.16% (n = 390,000); note: % is set by controls: 0 for no effect and ±100 for the full control effect
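A549 ARE_Fluc cells in 5% FBS OPTI-MEM were exposed to compounds in concentration-response for 18-24 h at 37 deg C. Viability was read by CellTiter-Fluor fluorescence (Ex 405/Em 525) after 30 min, before the luciferase read.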
Nrf2 block: Nrf2 qHTS screen for inhibitors | A549 ARE-Fluc reporter, luciferase luminescence, 18-24 h | Potency, µM (titrated, usually from 46 µM), for inactives: at the highest dose activity change, negative = inhibition, actives largely listed as inhibitors | actives 2.1% (n = 360,000); note: % is set by controls: 0 for no effect and ±100 for the full control effect; nearly all actives have a fitted effect of over 60% in size
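Cells were seeded and rested 2 h, then exposed to compounds for 18-24 h. CellTiter-Fluor was read first as a viability measure. BugLite was added 15 min before the final luminescent read of ARE-luciferase activity in A549 cells.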
ATXN viability: Viability Counterscreen for Primary qHTS for Inhibitors of ATXN expression. actives 0.49% (n = 400,000). AID 651635, 2014. Potency, µM (doses to about 56.7 µM), usual class: cytotoxic. S2 cells (HEK-293 line with an ATXN2-luciferase reporter) viability, CellTiter-Fluor protease fluorescence, 24 h; note: nearly all actives have a fitted effect of over 40% in size
ATXN2 expr inh: Primary qHTS for Inhibitors of ATXN expression | HEK-293 ATXN2-luciferase reporter, luminescence, 24 h | Potency, µM (highest dose often 57 µM), inactives show top-dose activity change, negative = inhibition, actives largely listed as inhibitors | actives 0.72% (n = 360,000) | AID 1745845, 2022; note: % is set by controls: 0 for no effect and ±100 for the full control effect; nearly all actives have a fitted effect of over 55% in size
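qHTS (up to 57 uM final) was run with 24 h compound exposure of reporter cells at 37 °C. Each well was multiplexed: SteadyGlo luminescence measured ATXN2-luciferase expression after a fluorogenic Gly-Phe-AFC viability readout (25 uM final).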
MCF10A rereplic: A quantitative high throughput screen for small molecules that induce DNA re-replication in MCF 10a normal breast cells. Potency, µM (top dose mostly 46.1 µM), without a hit: at the top dose activity, positive = re-replication, most hits filed as activators. AID 624296, 2012. MCF 10A DNA re-replication, Hoechst nuclear intensity, 48 h. actives 2.9% (n = 350,000); note: % of control where 0% means no effect; nearly all actives have a fitted effect of over 50% in size
HepG2 tox: qHTS for Inhibitors of TGF-b: Cytotox Counterscreen | Potency, µM (titrated, usually from 46.1 µM), without a hit: top-dose activity change, negative = cytotoxicity, usual class: cytotoxic | actives 0.76% (n = 410,000) | HepG2 CAGA-GFP viability, ATP luminescence, 18 h; note: some results filed as inactive show a strong effect at the top dose
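CellTiter-Glo luminescence gave cytotoxicity after 18 hours at 37 degrees C. The cells were HepG2 CAGA-GFP in 1% FBS DMEM, stimulated with 500 pg/mL TGF-beta after compound addition. %Activity was normalised to no-cell wells (complete cell-killing) and DMSO (no toxicity), and curves were fitted and classified.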
TGFb SMAD3 inh: qHTS for Inhibitors of TGF-b | HepG2 CAGA-GFP TGF-b/SMAD3 reporter, GFP fluorescence, 18 h; TGF-beta stimulated, 500 pg/mL final | actives 1.2% (n = 410,000) | Potency, µM (titrated, usually from 46.1 µM), without a hit: top-dose activity, negative = inhibition, usual class: inhibitors; note: % is set by controls: 0 for no effect and ±100 for the full control effect; nearly all actives have a fitted effect of over 65% in size
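HEPG2 CAGA-GFP cells (1000/well, DMEM with 1% FBS) were pre-incubated 2 h at 37 degrees C, given compound by pin tool, then stimulated with TGF-beta at 500 pg/mL final for 18 h before per-cell GFP fluorescence imaging.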
Nrf2 activator: qHTS of Nrf2 Activators; AID 624171, 2012; Potency, µM (series often up to 46.1 µM), for inactives: top-dose activation, actives largely listed as activators; AREc32 ARE-luciferase reporter (MCF7-derived line), luminescence, 24 h; actives 0.31% (n = 410,000); note: % of control where 0% means no effect; nearly all actives have a fitted effect of over 65% in size
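AREc32_Fluc, 1000 cells/well, OPTI-MEM + 5% FBS, o/n 37 deg C 5% CO2; 23 nL cpd by pin tool, 24 hr; Steady-Glo 30 min RT, luminescence.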
EPAC2 antagonist: qHTS for Antagonist of cAMP-regulated guanine nucleotide exchange factor 2 (EPAC2): primary screen; actives 0.18% (n = 360,000); Potency, µM (doses to about 114 µM), for the others: at the top dose activity, negative = inhibition, actives largely listed as inhibitors; EPAC2 GEF exchange of Rap1B-BODIPY-GDP, fluorescence; Rap guanine nucleotide exchange factor 4 (Homo sapiens), Q8WZA2; note: % is set by controls: 0 for no effect and ±100 for the full control effect; nearly all actives have a fitted effect of over 45% in size; many of its hits are not listed in these tables
Target sequence (Q8WZA2 whole entry, looked up): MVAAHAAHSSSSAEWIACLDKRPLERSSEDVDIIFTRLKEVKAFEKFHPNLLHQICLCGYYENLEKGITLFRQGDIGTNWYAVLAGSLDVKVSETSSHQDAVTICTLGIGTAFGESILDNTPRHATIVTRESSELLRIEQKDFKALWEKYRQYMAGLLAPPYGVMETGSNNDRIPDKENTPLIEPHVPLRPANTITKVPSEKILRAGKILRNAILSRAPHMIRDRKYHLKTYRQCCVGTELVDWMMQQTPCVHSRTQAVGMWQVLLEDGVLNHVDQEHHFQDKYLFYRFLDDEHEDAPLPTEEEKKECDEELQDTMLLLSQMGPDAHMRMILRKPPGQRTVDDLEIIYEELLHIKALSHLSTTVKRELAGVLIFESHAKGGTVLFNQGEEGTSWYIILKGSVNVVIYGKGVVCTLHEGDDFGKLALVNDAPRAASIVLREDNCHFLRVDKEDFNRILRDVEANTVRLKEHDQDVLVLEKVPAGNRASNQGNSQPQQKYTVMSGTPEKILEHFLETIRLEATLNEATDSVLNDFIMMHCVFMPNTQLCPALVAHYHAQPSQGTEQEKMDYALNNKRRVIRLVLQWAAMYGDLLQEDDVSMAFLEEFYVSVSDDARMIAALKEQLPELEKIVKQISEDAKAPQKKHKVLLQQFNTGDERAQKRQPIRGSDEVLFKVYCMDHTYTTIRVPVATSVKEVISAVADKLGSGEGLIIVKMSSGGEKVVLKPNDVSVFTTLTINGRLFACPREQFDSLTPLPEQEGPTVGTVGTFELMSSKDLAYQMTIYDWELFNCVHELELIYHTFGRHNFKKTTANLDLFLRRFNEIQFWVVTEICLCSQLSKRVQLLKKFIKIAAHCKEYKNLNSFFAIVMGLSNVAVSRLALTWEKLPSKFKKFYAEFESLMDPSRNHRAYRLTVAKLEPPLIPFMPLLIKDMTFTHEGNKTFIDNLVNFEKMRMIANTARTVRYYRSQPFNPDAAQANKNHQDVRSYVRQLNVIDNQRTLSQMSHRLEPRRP
* marks the source's active call; other numbers are inactive results; i = inactive; ? = inconclusive; . = no result given; & = joins results of further samples; [ ] = another dose, or the depositor's remark. Calls come from the whole dose curve; as a rule, active = well fitted curve in the direction sought with a large enough effect; inconclusive = small, poorly fitted or top-dose-only effect, or another doubt; inactive = no such curve, though single readings can be large; an effect the other way counts as inactive or inconclusive. Potency is the fitted concentration of half-maximal effect.

SMILES | A549 viability | Nrf2 block | ATXN viability | ATXN2 expr inh | MCF10A rereplic | HepG2 tox | TGFb SMAD3 inh | Nrf2 activator | EPAC2 antagonist
CC1CCCCC12NC(=O)N(CC(=O)NCc1ccccc1Cl)C2=O (centres undefined) | 8% | ? | i | -5% | 1% | -5% | ? | 0.1% | -1%
Cn1nc(N)c2c(-c3ccccc3)c(C#N)c(N)nc21 | 2% | -4% | i | -11% | 2% | -24% | 18% | 5.0% | -14%
Cc1nc2sccn2c(=O)c1S(=O)(=O)NCc1ccccc1Cl | 0% | -11% | i | -6% | -2% | -7% | ? | -0.2% | -2%
Fc1ccc(Nc2nc(SCc3ccccc3F)nc3ccccc23)cc1 | ? | . | . | . | . | -104% | ? | -3.2% | .
CCCCNC(=O)CN(c1cccc(Br)c1)S(C)(=O)=O | -2% | 2% | i | -4% | -3% | 3% | 6% | 0.7% | 6%
c1coc(-c2ccnc3nc(-n4cccc4)nn23)c1 | -1% | 8% | i | 5% | -37%[inhibitor] | 0% | 44%[activator] | 7.9µM* | 13%
COc1cccc(OC)c1OCCCCN1CCC(Cc2ccccc2)CC1 | -28% | 2% | i | -28% | 11% | -12% | -8% | 0.3% | -4%
O=C(O)C1Cc2ccccc2-c2ccccc2C1 | 1% | -8% | i | . | -1% | -1% | -13% | -0.1% | 5%
COc1ccc2[nH]c3c(c2c1)CCN1C(=O)C(CC(=O)NCCCn2ccnc2)C[C@H](C(=O)N(C(C)C)C(C)C)[C@@]31C (some centres undefined) | -2% | 8% | i | 13% | -4% | -3% | -20% | 0.4% | 9%
COc1ccc(/C=C/C(=O)N2CCC(c3nc4ccccc4o3)CC2)cc1OC | -2% | -19% | . | . | . | -24% | -20% | 1.5% | .
CN(C)CCCN(C(=O)c1ccc(Br)s1)c1nc2cc3c(cc2s1)OCO3 | 10% | 8% | ? | ? | 9% | -60% | ? | 13% | -2%
O=C(O)CCCCCNS(=O)(=O)c1ccc2c3c(cccc13)C(=O)N2 | -1% | 4% | . | -14% | -4% | 4% | 14% | 0.1% | 0%
O=C(N1CCN(c2ccccc2)CC1)C1(c2cccs2)CCOCC1 | 2% | 0% | i | -17% | 9% | 3% | -17% | -0.8% | 10%
O=C(CCNS(=O)(=O)c1ccc(OC(F)(F)F)cc1)N1CCN(C/C=C/c2ccccc2)CC1 | -20% | ? | ? | ? | ? | -36% | ? | 2.8% | -16%
CCOC(=O)c1c(C)[nH]c(C)c1S(=O)(=O)N1CCN(c2ccc(Cl)cc2)CC1 | 3% | . | ? | -25% | . | -32% | -40% | -1.1% | .
CN(C)c1ccc(NC(=O)CSc2nnc(-c3ccco3)c(-c3ccco3)n2)cc1 | -8% | -14% | i | -2% | 11% | -2% | 0% | 19% | 4%
COc1ccc(OC)c(C2C(C(=O)O)c3ccccc3C(=O)N2C)c1 (centres undefined) | 3% | 10% | i | 3% | -4% | 4% | -9% | -0.9% | 12%
CCOc1ccccc1N(CC(=O)Nc1ccc(OC)c(Cl)c1)S(=O)(=O)c1ccccc1 | 5% | . | i | -10% | . | -16% | 1% | -0.4% | .
COc1cccc(NC(=O)N2CCC(NC(=O)C3CCCCC3)CC2)c1 | -11% | -6% | ? | 1% | 2% | -1% | 1% | -0.2% | 9%
COc1cccc(NC(=O)COC(=O)c2c(F)cccc2Cl)c1 | 6% | ? | i | 10% | 1% | -2% | 0% | -0.2% | -18%
O=C(c1cc(-c2ccc(F)cc2)on1)N1CCN(c2ccc(F)cc2)CC1 | -5%&-1% | -13%&-2% | i | -11%&5% | 14% | -17%&3% | -6%&-21% | 2.7%&-0.4% | -2%
O=C(CSc1nc2cc([N+](=O)[O-])ccc2n1-c1ccc(F)cc1)NC1CCS(=O)(=O)C1 (centres undefined) | -12% | -14% | i | -4% | 2% | -19% | 20% | 0.6% | -3%
Cc1cc(C(=O)COC(=O)c2ccc[nH]c2=O)c(C)n1C | -12% | ? | i | 5% | 6% | 3% | -15% | 0.5% | 14%
O=C(Nc1nnc(CCc2ccccc2)s1)c1ccccc1 | 11% | 4% | i | 15% | -18% | -13% | -2% | 7.7% | -1%
Cc1nc2ccccn2c1P(=O)(N1CCCCC1)N1CCCCC1 | -2% | -17% | i | 1% | ? | 3% | 0% | 0.0% | 8%
CCOc1ccccc1NC(=O)C1CCC(CNS(=O)(=O)c2ccc3c(c2)CCCC(=O)N3)CC1 (centres undefined) | ? | -24% | ? | -10% | . | -25% | ? | 8.1% | .
CC1CCCC(C)N1S(=O)(=O)c1ccc(S(=O)(=O)N2CCOCC2)cc1 (centres undefined) | 2% | 0% | i | -1% | 5% | -5% | 0% | 0.2% | 20%
CNC(=O)c1ccsc1NC(=O)CS(=O)(=O)c1ccc(Cl)cc1 | 5% | 4% | i | -1% | 0% | 2% | -5% | -0.5% | 4%
CN1C(=O)c2ccccc2Sc2ccc(NC(=O)COc3ccc(F)cc3)cc21 | -17% | . | ? | ? | . | -16% | -8% | 0.2% | .
Cc1onc(-c2ccccc2)c1C(=O)OCC(=O)Nc1ccccc1Cl | . | . | i | . | . | -16% | -12% | 0.7% | -3%

The final four entries of the part above open the next one.
SMILES | A549 viability | Nrf2 block | ATXN viability | ATXN2 expr inh | MCF10A rereplic | HepG2 tox | TGFb SMAD3 inh | Nrf2 activator | EPAC2 antagonist
CC1CCCC(C)N1S(=O)(=O)c1ccc(S(=O)(=O)N2CCOCC2)cc1 (centres undefined) | 2% | 0% | i | -1% | 5% | -5% | 0% | 0.2% | 20%
CNC(=O)c1ccsc1NC(=O)CS(=O)(=O)c1ccc(Cl)cc1 | 5% | 4% | i | -1% | 0% | 2% | -5% | -0.5% | 4%
CN1C(=O)c2ccccc2Sc2ccc(NC(=O)COc3ccc(F)cc3)cc21 | -17% | . | ? | ? | . | -16% | -8% | 0.2% | .
Cc1onc(-c2ccccc2)c1C(=O)OCC(=O)Nc1ccccc1Cl | . | . | i | . | . | -16% | -12% | 0.7% | -3%
Cc1ccc(NS(=O)(=O)Cc2ccccc2)cc1Cl | 14% | -1% | i | -9% | 3% | -1% | -25% | -0.2% | -19%
COC(=O)c1ccc(C)c(NC(=O)CN(c2ccc3c(c2)OCO3)S(C)(=O)=O)c1 | 18% | . | i | -12% | 0% | -14% | -4% | 0.1% | -1%
CCc1nc2ccc(Cc3ccc4nc(CC)[nH]c4c3)cc2[nH]1 | 3% | -27% | i | . | 1% | -11% | ? | 4.7% | 10%
OCCNc1nc(N2CCOCC2)nc(N2CCOCC2)n1 | 9% | 12% | i | -6% | 0% | -61% | -1% | -0.4% | 2%
CCOc1cc(S(=O)(=O)n2ccnc2)ccc1Br | 2% | ? | i | 25% | -4% | 0% | -9% | -0.4% | 0%
CCOc1ccc(/C=N/NC(=O)c2ccc(CSc3nc4ccccc4[nH]3)cc2)cc1 | -3% | -27% | i | 4% | ? | -20% | -16% | 2.3% | 1%
Cn1cnnc1SCC(=O)Nc1cccc(C(=O)O)c1 | 0% | 20% | . | . | -1% | 10% | ? | -0.1% | 5%
O=C(OCC(=O)N1CCC(Cc2ccccc2)CC1)c1cc(Cl)ccc1O | -14% | -16% | i | 5% | -2% | -32% | 17% | -0.4% | -5%
O=C(NCCN1CCNCC1)c1ccccn1 | -3% | 11% | i | -2% | -3% | 3% | -3% | -0.4% | 17%
CCOc1ccccc1CN1CCNC(=O)C1CC(=O)NCCc1ccccn1 (centres undefined) | 1% | 13% | i | 5% | -1% | 1% | 34%[activator] | 1.8% | -9%
Cc1ccc(C)c(N2C(=O)CC(Cc3ccc(Br)cc3)C2=O)c1 (centres undefined) | -7% | -24% | i | -14% | 14% | -3% | 15% | -0.1% | -5%
O=C(O)c1ccc(S(=O)(=O)N2CCC(NC(=O)C3CCCCC3)CC2)cc1 | 0% | 4% | . | -10% | 3% | -5% | 1% | -0.6% | -4%
CCCCOc1ccc(Nc2nc(C)cc(C)c2C#N)cc1 | -2% | 4% | i | -12% | ? | -7% | -8% | 4.6% | 12%
Cc1cccc(C)c1NC(=S)NCCc1ccc(O)c(O)c1 | -7% | 1% | . | -5% | ? | 6% | 0% | 23% | 12%
N#Cc1nc2ccccc2n1OCc1ccccc1 | . | . | i | . | . | -16% | -1% | ? | -16%
O=C(N/C(=C\c1ccc(Cl)cc1)C(=O)N1CCOCC1)c1ccco1 | 4% | ? | i | 4% | 2% | -20% | 9% | 0.3% | 14%
CCOC(=O)CC(NC(=O)N1CCC(CN2CCC(C)CC2)CC1)c1ccccc1 (centres undefined) | 0% | . | i | 5% | . | -2% | 2% | 0.2% | .
Fc1ccc(-c2cc(C(F)(F)C(F)F)[nH]n2)cc1 | 1% | -3% | . | 2% | ? | -71% | ? | 0.6% | -18%
COc1ccc2c(c1)c1c(c(=O)n(-c3cccc(C)c3)c(=O)n1CC(=O)N1CCCC1)n2C | -3% | -13% | i | -18% | . | 0% | -39% | 0.3% | .
CC1CCCCN1S(=O)(=O)c1ccc(NC(=O)CSc2nnnn2C)cc1 (centres undefined) | . | -20% | i | 12% | -2% | -2% | -19% | -0.2% | 25%
Cc1cccc(C)c1NC(=O)c1csc([C@@H]2O[C@H](CO)[C@H](O)[C@H](O)[C@H]2O)n1 | . | . | i | 8% | . | 4% | 15% | 0.7% | 19%
c1ccc2c(c1)nnn2Cc1nnc2sc(-c3ccncc3)nn12 | 6% | . | i | 2% | -23% | -11% | 27% | 2.2% | 3%
Cc1cccc(OCCC(=O)N(C)CC(=O)Nc2cccc3ccccc23)c1 | -3% | -16% | i | -11% | -1% | -27% | -18% | 0.1% | -5%
COc1cccc(CNC(=O)CCCN2C(=O)CCn3nc(-c4cccn4C)cc32)c1 | 1% | . | ? | -5% | . | -3% | 2% | -0.4% | .
CNC(=O)NC(=O)CSc1nnc(-c2ccco2)n1-c1ccccc1 | -13% | -3% | i | -1% | -3% | -1% | -3% | -0.5% | 20%

Source: PubChem (National Center for Advancing Translational Sciences (NCATS))

The list is partial; rates above refer to the full screens.
